Bioassay records as filed in PubChem BioAssay.
KCC2 mod: modulators of human KCC2 chloride dependent transport. 190,000 tested, 2.2% active. KCC2 cells, thallium flux FluoZin-2 fluorescence. AID 1456. B-score of Tl+ flux slope (higher = more flux/activation; lower = inhibition) at 10 µM;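 active = thallium flux slope and its plate-corrected score both differing from the plate sample mean at a set confidence after two filtering rounds, in either direction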;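 note: slope of fluorescence scaled to starting intensity during 10 to 20 s after thallium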
hK5 inh: inhibitors of human kallikrein 5; recombinant hK5, fluorogenic AMC substrate cleavage; Q9Y337; 210,000 tested, 0.59% active; inhibition, % at 5 µM;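 active = inhibition of 40% or more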;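 note: 0% = enzyme controls without compound and 100% = no-enzyme blanks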
Target sequence (Q9Y337 67-293 limits assumed): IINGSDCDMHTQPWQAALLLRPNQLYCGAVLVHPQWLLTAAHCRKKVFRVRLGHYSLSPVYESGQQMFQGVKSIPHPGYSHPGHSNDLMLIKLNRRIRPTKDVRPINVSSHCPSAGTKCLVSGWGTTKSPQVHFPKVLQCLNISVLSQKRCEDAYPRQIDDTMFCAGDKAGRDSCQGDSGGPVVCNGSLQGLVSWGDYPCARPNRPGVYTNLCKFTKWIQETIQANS
m-calpain inh: inhibitors of pig calpain II; purified calpain II, fluorogenic peptide substrate, 30 min; inhibition, % at 16 µM; 220,000 tested, 0.37% active;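 active = inhibition above about 50%, limit read from the data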
PERK inh: human PERK inhibition, primary cell-based screen. Q9NZJ5. CHO PERK-DD fusion, SEAP luminescence translation reporter. inhibition, % at 5.6 µM. 220,000 tested, 0.17% active. AID 1416;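 active = inhibition above the mean inhibition of all tested compounds plus 3 SD, set separately per screening campaign, cut at about 2.9% in these data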;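 note: PERK kinase domain activated by AP20187 dimerizer at 100 nM; 0% = DMSO with dimerizer and 100% = rapamycin at 8.4 µM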
FXIa inh 1536: blocks human coagulation factor XIa protease activity | 220,000 tested, 0.14% active | AID 798 | inhibition, % at 5 µM | purified FXIa, Boc-Glu-Ala-Arg-AMC fluorogenic substrate | P03951;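 active = inhibition of at least 40%; inactive = inhibition below 40%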;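 note: fluorescence of freed AMC excited at 355 nm; 0% = enzyme without compound and 100% = no enzyme blank; many of its hits are not listed in these tables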
Target sequence (P03951 19-387 limits assumed): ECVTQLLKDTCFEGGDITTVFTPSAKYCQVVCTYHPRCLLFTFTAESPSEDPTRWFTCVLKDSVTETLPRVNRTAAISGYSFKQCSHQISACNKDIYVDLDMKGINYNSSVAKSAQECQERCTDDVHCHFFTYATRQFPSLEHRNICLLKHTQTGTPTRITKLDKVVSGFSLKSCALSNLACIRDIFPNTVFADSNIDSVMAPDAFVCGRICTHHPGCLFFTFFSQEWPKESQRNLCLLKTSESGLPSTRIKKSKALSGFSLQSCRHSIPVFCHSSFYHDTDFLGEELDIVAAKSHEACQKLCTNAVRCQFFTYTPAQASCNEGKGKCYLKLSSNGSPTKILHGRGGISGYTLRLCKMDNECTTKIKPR
Target sequence (P03951 388-625 limits assumed): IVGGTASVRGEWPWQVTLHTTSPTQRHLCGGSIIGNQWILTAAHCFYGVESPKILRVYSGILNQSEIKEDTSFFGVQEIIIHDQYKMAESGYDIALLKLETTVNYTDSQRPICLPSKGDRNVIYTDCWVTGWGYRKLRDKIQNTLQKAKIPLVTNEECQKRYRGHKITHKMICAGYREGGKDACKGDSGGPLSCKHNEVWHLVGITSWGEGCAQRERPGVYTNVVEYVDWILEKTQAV
Rad51 HR inh: Rad51 (human) homologous recombination inhibition | Q06609 | hRad51 DNA strand exchange, fluorescence dequenching | inhibition, % at 10 µM | 200,000 tested, 0.085% active | AID 1385;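 active = inhibition above 40% at the single screening dose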;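 note: 0% = DMSO control wells and 100% = blanks with heterologous ssDNA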
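System: human Rad51 nucleoprotein filaments preassembled on unlabelled ssDNA. Reagent: labelled 47-mer dsDNA for strand exchange. Schedule: 30-min compound preincubation and 15-min exchange, both room temperature. Measured by: FRET fluorescence dequenching, excitation 485 nm, emission 520 nm. Read-out: Fluorescence-based percent inhibition, control- and blank-normalised. Benchmarks: plate controls and plate blanks.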
Furin inhibitor: blocks human furin protease activity | P09958 | inhibition, % at 30 µM | 220,000 tested, 0.061% active | AID 463115 | purified furin, fluorogenic substrate cleavage; in the data active = inhibition above about 25%; note: inactives centre near -15
Thrombin inh: blocks human thrombin protease activity. 220,000 tested, 0.26% active. alpha-thrombin, Boc-VPR-AMC fluorogenic substrate cleavage. inhibition, % at 5 µM;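 active = inhibition at or above 40%; inactive = inhibition below 40%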;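 note: 0% = enzyme with no compound and 100% = wells without enzyme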
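System – human alpha-thrombin · Medium – pH 7.5 Tris (50 mM) with NaCl 150 mM, Tween 20 0.05% · Compound – single-point dosing at 5 µM, 0.2% DMSO · Incubation – enzyme reaction carried out at room temperature · Technique – fluorescence of released AMC, ex 355 nm, em 460 nm · Read-out basis – % inhibition of thrombin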
FXIIa inh: blocks human coagulation factor XIIa protease activity; P00748; purified FXIIa, Boc-QGR-AMC fluorogenic substrate, 2 h; inhibition, % at 5 µM; 220,000 tested, 0.3% active; AID 800; in the data active = inhibition above about 40%;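 note: 0% = enzyme with no compound and 100% = blank without enzyme; many of its hits are not listed in these tables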
The depositor's hits bear a star; / = no result given; [ ] = dose if it differs, or a comment. This is a subset; the hit share may differ from the screen's.

Order of results: KCC2 mod	hK5 inh	m-calpain inh	PERK inh	FXIa inh 1536	Rad51 HR inh	Furin inhibitor	Thrombin inh	FXIIa inh
#1 COC(=O)CSc1nc2ccccc2o1
    -0.33	2	29	0.6	-14	2	-13	-3	-10
#2 O=C(Cc1cccs1)Nc1nc(-c2cccnc2)cs1
    0.043	-2	-2	-0.3	-1	/	-16	-10	3
#3 CCN(CC)CCNC(=O)C(=O)NCC1OCCN1S(=O)(=O)c1ccc([N+](=O)[O-])cc1 (stereo unspecified)
    0.18	-8	-16	0.7	12	24	-14	1	13
#4 CC(=O)Nc1ccc2c(c1)nc(CCN1CCOCC1)n2C
    /	-18	-33	0.7	-3	-2	-16	-2	3
#5 Cc1cc(C)nc(N2CCC(C(=O)Nc3ccc4c(c3)OCO4)CC2)n1
    -0.28	-5	10	1.1	-5	-1	-16	-4	9
#6 O=C(Nc1cccc(-c2ccccc2)c1)N1CCN(C(=O)Nc2cccc(-c3ccccc3)c2)CC1
    0.65	-6	-2	0.8	6	-5	-25	0	5
#7 CC(C)Oc1ccc(Cn2c(=O)sc3ccccc32)cc1
    0.72	-8	8	-0.4	9	-13	-6[20 µM]	3	17
#8 COc1ccc(Cc2nnc(NC(=O)C3CCCO3)s2)cc1OC (stereo unspecified)
    0.59	4	-19	0.2	3	-2	-33[20 µM]	1	14
#9 CCC(=O)Nc1ccc(C(=O)NNC(=O)c2cccs2)cc1
    -0.65	-8	-3	1.2	0	-6	-17[20 µM]	1	3
#10 CCCCC(CC)C(=O)Nc1ccccc1C(=O)NC(C)C (stereo unspecified)
    -0.012	-18	-6	-0.5	-6	3	-15[20 µM]	5	7
#11 CCCCC(=O)N1C/C=C\C(c2ccc(OC)cc2)N(Cc2ccc(F)cc2)C(=O)C1 (stereo unspecified)
    -2.8*	4	0	/	4	0	-27	4	16
#12 CNC(=S)NNc1ccccc1[N+](=O)[O-]
    -0.055	0	-4	-0.2	2	/	-25	-1	6
#13 Cc1cc(-c2nnc3n2N=C(c2ccccc2Br)CS3)n[nH]1
    -0.33	4	15	-1.6	5	17	-6	-4	8
#14 COc1cccc(CNC(=O)Cn2cc3c(n2)CCCC3)c1
    -0.14	14	15	1.4	-3	-5	-31	-2	5
#15 C[C@H](O)CC1=C[C@H](O)[C@@H](C)OC1=O
    0.37	-2	10	1.0	3	2	-28	3	6
#16 COc1cccc(NC(=S)N2CCCC2)c1
    0.24	-18	1	0.6	5	-1	-16	-4	6
#17 On1c(-c2ccccc2Cl)nc2ccccc21
    1.3	-9	39	0.0	-3	-4	-12	-5	5
#18 CC(=O)Nc1ccc2nc(-c3ccncc3)[nH]c2c1
    0.67	-13	-378	-0.1	-7	8	-6[20 µM]	-3	-2
#19 N#Cc1c(SCC(N)=O)nsc1SCc1ccccc1Cl
    /	-4	33	0.8	4	-1	-20	-2	8
#20 O=[N+]([O-])c1ccc2[nH]c(O)c(N=NC3CS(=O)(=O)CC3O)c2c1 (stereo unspecified)
    -0.11	-2	27	0.2	4	14	9	-6	5

More records follow.
Order of results: KCC2 mod	hK5 inh	m-calpain inh	PERK inh	FXIa inh 1536	Rad51 HR inh	Furin inhibitor	Thrombin inh	FXIIa inh
#21 CC1CN(C(=O)C2(C)CC2(Br)Br)CC(C)O1 (stereo unspecified)
    -1.2	-17	3	1.8	25	-29	-21	0	26
#22 O=C(CCN1CCCCC1)NCC1OCCc2ccccc21 (stereo unspecified)
    0.54	-8	22	0.3	-18	-6	-32[20 µM]	-7	-17
#23 Nc1cnc(CNc2ccccc2Cl)cn1
    0.85	-5	-26	/	-4	-5	-15	-11	1
#24 CC(C)C[C@H](NC(=O)NCc1ccc(F)cc1)C(=O)O
    2.7	9	-17	1.1	-3	-20	-22	-3	3
#25 O=C(COc1ccc([N+](=O)[O-])cc1)Nc1ccc(N2CCCC2)cc1
    -0.52	-14	12	0.1	-2	-6	-3	-4	8
#26 CCOC(=O)Cc1nnc(Nc2cc(C)ccc2C)c2ccccc12
    -0.65	-2	-11	-0.3	-2	2	-5	-10	6
#27 CNC(=O)COC(=O)c1c2c(nc3ccccc13)CCC2
    0.36	2	-31	0.7	6	-6	-22	-3	1
#28 COc1ccc(NS(=O)(=O)c2cc(C(=O)O)ccc2C)cc1
    0.64	6	-11	0.5	18	-4	-28	4	26
#29 COc1cccc(OC)c1C(=O)Nc1ccc(Cc2ccncc2)cc1
    0.14	3	17	-1.1	0	2	-9	-1	8
#30 O=C(Cn1nc(-c2ccccc2)ccc1=O)Nc1ccc(NC(=O)c2ccccn2)cc1
    0.092	-3	-252	0.3	-4	-2	-26	-4	3
#31 O=C(O)C1CCCCC1C(=O)N1CCCC1 (stereo unspecified)
    1.3	-3	-6	0.6	-7	0	-21	-12	10
#32 O=C(c1ccccc1Cl)N1N=C(c2ccc(Br)cc2)CC1c1nc2ccccc2[nH]1 (stereo unspecified)
    1.4	-17	-123	1.1	1	4	-20[20 µM]	-3	7
#33 O=C1/C(=C\c2cccnc2)SC(=S)N1C1CCS(=O)(=O)C1 (stereo unspecified)
    2.1	-124	-10	1.6	-13	-1	-2[20 µM]	2	12
#34 Cc1onc(-c2ccccc2Cl)c1C(=O)OCC(=O)Nc1ccc2c(c1)OCO2
    -0.41	5	-45	0.6	-15	2	-10	-4	-1
#35 CCOC(=O)CC(=O)CSc1nc(N)c(C#N)c(-c2ccc(F)cc2)c1C#N
    -0.035	-33	-134	-0.4	-4	10	-4	-11	-4
#36 COc1ccccc1C1CC(c2ccco2)=NN1S(C)(=O)=O (stereo unspecified)
    1.1	-4	-34	0.8	-3	-1	-25	-6	4
#37 CN(C)c1nc(N2CCN(c3ccc(F)cc3)CC2)c(C#N)c(=O)o1
    /	-49	-10	1.4	-1	/	-16[20 µM]	1	7
#38 Cn1c(N)c(C(=O)COC(=O)C2CCCN2C(=O)c2cccs2)c(=O)n(C)c1=O (stereo unspecified)
    0.97	-4	-33	1.2	-4	10	-28	10	2
#39 COc1ccc2ccccc2c1/C=N\n1c(C)cc(C)c(C(N)=O)c1=O
    /	-7	-13	0.8	8	-6	-3	2	18
#40 Cc1ccc(S(=O)(=O)n2cnc3ccccc32)cc1
    -2.4	-9	10	1.9	6	1	-15[20 µM]	1	15

More records
Order of results: KCC2 mod	hK5 inh	m-calpain inh	PERK inh	FXIa inh 1536	Rad51 HR inh	Furin inhibitor	Thrombin inh	FXIIa inh
#41 Cc1ccc(NS(=O)(=O)c2ccc(C(=O)NCC3CCCO3)cc2)cc1 (stereo unspecified)
    0.46	-8	5	1.4	-4	7	-7	3	8
#42 COc1cccc(C(=O)Nc2ccc(F)c(F)c2F)c1
    -0.32	0	-1	0.5	6	8	-17[20 µM]	3	17
#43 C[C@@H]1CN(c2nc3nonc3nc2N2CCSCC2)C[C@H](C)O1
    0.36	/	12	1.1	1	/	-6	4	9
#44 Cc1ccccc1NC(=O)CN1C(=O)N/C(=C\c2ccc(N3CCOCC3)c(F)c2)C1=O
    /	4	-79	1.2	-1	4	-17	-6	4
#45 CN(C)S(=O)(=O)c1ccc(C(=O)Nc2nnc(-c3cccs3)o2)cc1
    -0.31	6	31	-0.4	-5	-12	-3	-12	3
#46 CN(C(=O)c1ccccc1C(=O)OCC(=O)NCc1ccccc1)C1CCCCC1
    -0.041	-11	6	-1.0	1	3	4	-6	6
#47 Cc1ccc(CNC(=O)Cn2c(=O)c3sccc3n(Cc3cccc([N+](=O)[O-])c3)c2=O)cc1
    -0.78	-38	-6	-0.4	1	/	-23	-12	-2
#48 CCN(Cc1cc2ccc(C)cc2[nH]c1=O)C(=O)c1ccncc1
    0.34	3	12	-0.6	-1	1	-24	-2	-4
#49 Cc1ccc(NC(=O)C(C)Sc2nc(=O)cc(N)n2-c2ccccc2)cc1 (stereo unspecified)
    /	-4	-11	-0.9	-7	-2	-10[20 µM]	-4	11
#50 Cc1nc(SCC(=O)c2ccc(Cl)cc2)c([N+](=O)[O-])[nH]1
    -2.5	6	4	0.6	4	-2	-9[20 µM]	6	12
#51 Cc1ccc(CNC(=O)c2ccc3c(c2)NC(=O)C(N2CCOCC2)S3)cc1 (stereo unspecified)
    -0.25	-2	27	0.1	1	0	-18	-10	12
#52 CC(C)C(NC(=O)C(c1ccccc1)c1ccccc1)c1nc2ccccc2[nH]1 (stereo unspecified)
    1.3	17	9	0.7	2	-3	-13[20 µM]	1	13

Random excerpt: two entries already listed, in no set order.
Order of results: KCC2 mod	hK5 inh	m-calpain inh	PERK inh	FXIa inh 1536	Rad51 HR inh	Furin inhibitor	Thrombin inh	FXIIa inh
#20 O=[N+]([O-])c1ccc2[nH]c(O)c(N=NC3CS(=O)(=O)CC3O)c2c1 (stereo unspecified)
    -0.11	-2	27	0.2	4	14	9	-6	5
#50 Cc1nc(SCC(=O)c2ccc(Cl)cc2)c([N+](=O)[O-])[nH]1
    -2.5	6	4	0.6	4	-2	-9[20 µM]	6	12

Structures shown so far that contain fluorine (6):
Order of results: KCC2 mod	hK5 inh	m-calpain inh	PERK inh	FXIa inh 1536	Rad51 HR inh	Furin inhibitor	Thrombin inh	FXIIa inh
#11 CCCCC(=O)N1C/C=C\C(c2ccc(OC)cc2)N(Cc2ccc(F)cc2)C(=O)C1 (stereo unspecified)
    -2.8*	4	0	/	4	0	-27	4	16
#24 CC(C)C[C@H](NC(=O)NCc1ccc(F)cc1)C(=O)O
    2.7	9	-17	1.1	-3	-20	-22	-3	3
#35 CCOC(=O)CC(=O)CSc1nc(N)c(C#N)c(-c2ccc(F)cc2)c1C#N
    -0.035	-33	-134	-0.4	-4	10	-4	-11	-4
#37 CN(C)c1nc(N2CCN(c3ccc(F)cc3)CC2)c(C#N)c(=O)o1
    /	-49	-10	1.4	-1	/	-16[20 µM]	1	7
#42 COc1cccc(C(=O)Nc2ccc(F)c(F)c2F)c1
    -0.32	0	-1	0.5	6	8	-17[20 µM]	3	17
#44 Cc1ccccc1NC(=O)CN1C(=O)N/C(=C\c2ccc(N3CCOCC3)c(F)c2)C1=O
    /	4	-79	1.2	-1	4	-17	-6	4
